# From PubChem BioAssay
# RAD52 inh: blocks human RAD52 DNA annealing. P43351. recombinant RAD52 DNA annealing, FRET fluorescence. inhibition, % at 18.7 µM. 360,000 compounds, 0.46% hits;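 active means every replicate showing at least 50% inhibition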
# Target sequence (P43351 whole entry, looked up): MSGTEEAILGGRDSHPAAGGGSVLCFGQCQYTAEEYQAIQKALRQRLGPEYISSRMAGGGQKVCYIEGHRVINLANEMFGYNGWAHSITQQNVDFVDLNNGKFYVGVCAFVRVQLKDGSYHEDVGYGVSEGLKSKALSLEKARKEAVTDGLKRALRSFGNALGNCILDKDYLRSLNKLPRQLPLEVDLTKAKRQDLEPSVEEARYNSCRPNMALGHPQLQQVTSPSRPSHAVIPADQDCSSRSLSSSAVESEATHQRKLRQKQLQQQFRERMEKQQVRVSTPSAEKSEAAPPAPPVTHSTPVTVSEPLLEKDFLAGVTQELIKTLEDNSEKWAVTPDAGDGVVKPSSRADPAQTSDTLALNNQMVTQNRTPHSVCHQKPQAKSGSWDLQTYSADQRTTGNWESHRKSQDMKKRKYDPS
# E-sel inducer: induces E-selectin expression in human endothelial cells; 260,000 compounds, 0.37% hits; P16581; activation, % at 7.58 µM; HUVEC E-selectin immunofluorescence imaging; normalized: neutral wells 0, TNF-alpha wells 100;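 active means mean E-selectin-positive cell signal at least 10% of the positive control, reached in at least 60% of replicates, without over 20% cell loss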;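 further: in these data hits start at about 27%; measured in HUVEC primary endothelial cells; signal is the percent of cells scored E-selectin positive by PE staining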
#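 assay system = HUVEC, human umbilical vein endothelial cells | input = 3,000 HUVEC seeded per well | medium = EGM-2 growth medium on 0.1% gelatin-coated wells | dosing = one compound dose added by pin transfer | signal = immunofluorescence imaging | read-out basis = % PE-positive cells | control set = TNF-alpha, DMSO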
# ERAP1 HTS inh: inhibitors of human ERAP1 aminopeptidase; Q9NZ08; recombinant ERAP1, Leu-AMC fluorescence, 60 min; inhibition, % at 10.7 µM; 340,000 compounds, 0.15% hits;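 active means mean replicate inhibition of at least 30%, or all replicates individually reaching that 30% level; inactive means mean below 30% and not every replicate reaching it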;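 further: 0% = neutral control wells and 100% = L-leucinethiol positive control wells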
# RAD54 inh: inhibitors of human RAD54 branch migration | Q92698 | RAD54 Holliday junction branch migration, FAM/BHQ fluorescence | inhibition, % at 10.4 µM | 360,000 compounds, 0.14% hits;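 active means mean normalized replicate activity at least 40 and at least half of replicates scoring 40 or more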;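 further: 0% = median of neutral control wells and 100% = median of positive control wells; inhibitors cause a drop in the FAM fluorescence signal; in these data hits start at about 50%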
# S100A4 MyoIIA: inhibitors of human S100A4 binding to myosin IIA peptide; P26447; S100A4/TAMRA-MyoIIA peptide fluorescence polarization; inhibition, % at 10.7 µM; 360,000 compounds, 0.14% hits; AID 652163;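 active means mean inhibition of at least 70% across replicates, with every replicate also reaching that level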
# Target sequence (P26447 whole entry, looked up): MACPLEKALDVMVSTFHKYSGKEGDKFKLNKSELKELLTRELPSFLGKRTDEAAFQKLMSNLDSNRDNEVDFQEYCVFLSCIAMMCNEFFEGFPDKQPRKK
#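 Compound dosing: one dose per compound; test system: human S100A4 monomer with TAMRA-labelled myosin IIA peptide; probe or stimulus: TAMRA-labelled myosin IIA heavy-chain peptide probe, 5 nM; medium: HEPES buffer with Ca2+, pH 7.2; schedule: 5 min incubation before reading; benchmarks: neutral control DMSO, positive control TFP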
# XiGFP reactiv: reactivates the inactive X chromosome in mouse fibroblasts | XiGFP mouse fibroblasts, % GFP-positive cells imaging, 3 d; cells co-treated with 5-aza-dC sensitizer; scaled so ellipticine positive control = 100% | activation, % at 7.58 µM | AID 743238 | 360,000 compounds, 0.055% hits;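 active means mean normalized replicate activation at least 10% and every replicate at or above 10%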;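 further: 0% = median of on-plate neutral control wells and 100% = ellipticine 6 µM median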
#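 Material: SV40-immortalized XiGFP fibroblast cells, line 68-5-11 | Buffer or medium: DMEM containing 5-aza-dC | Dosing: One concentration, pinned | Times: 3 d treatment, 15 min room-temperature fixation | Controls: Ellipticine 6 µM positive control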
# ERp5 block: inhibitors of human ERp5; inhibition, % at 9.99 µM; ERp5 insulin aggregation, absorbance 650 nm, 90 min; Q15084; 350,000 compounds, 0.05% hits; AID 651711;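 active means mean replicate inhibition above about 25%, with every replicate also reaching it, limit read from the data, passing the limit was not always enough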
# Target sequence (Q15084 whole entry, looked up): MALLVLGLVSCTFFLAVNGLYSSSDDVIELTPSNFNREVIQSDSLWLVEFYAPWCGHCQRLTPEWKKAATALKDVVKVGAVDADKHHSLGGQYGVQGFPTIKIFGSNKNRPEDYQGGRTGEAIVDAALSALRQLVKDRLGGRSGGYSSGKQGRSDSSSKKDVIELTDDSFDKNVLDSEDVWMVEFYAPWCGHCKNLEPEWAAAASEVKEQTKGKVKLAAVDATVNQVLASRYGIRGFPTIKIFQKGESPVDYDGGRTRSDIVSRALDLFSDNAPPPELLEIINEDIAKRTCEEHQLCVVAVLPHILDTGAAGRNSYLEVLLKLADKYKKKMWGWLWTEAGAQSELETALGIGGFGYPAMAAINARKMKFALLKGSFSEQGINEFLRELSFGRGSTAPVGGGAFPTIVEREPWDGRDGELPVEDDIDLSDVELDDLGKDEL
# esBAF inh: inhibitors of esBAF chromatin remodeling in mouse ES cells. Bmi1-luciferase knock-in reporter, 24 h; 100% = twice the neutral-well signal. reporter increase, % at 12.5 µM. 350,000 compounds, 2% hits. AID 602393; in the data active means activation above about 40%;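 further: 0% = median of the plate's neutral control wells and 100% = double that signal; a rise in the Bmi1 reporter signal indicates esBAF inhibition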
# Starred values were filed as active, the others as inactive; · = not tested or not shown.
SMILES,RAD52 inh,E-sel inducer,ERAP1 HTS inh,RAD54 inh,S100A4 MyoIIA,XiGFP reactiv,ERp5 block,esBAF inh
COc1ccccc1NC(CC(=O)c1ccccc1)C(=O)OCC(=O)c1ccc(C)c(C)c1 (configuration not stated),-16,-0.3,-1,-2,-1,-0.1,-4,·
CCOC(=O)C1CCN(S(=O)(=O)c2ccc(NC(C)=O)c(Cl)c2)CC1,-10,-0.2,3,-1,1,0.0,-2,·
COCCN(C(=O)CCC(=O)Nc1nccs1)C(C(=O)NC(C)(C)C)c1ccc(C)cc1 (configuration not stated),4,0.0,1,7,-8,0.1,-2,4
O=C(Cn1cnc2ccccc2c1=O)NNC(=O)c1cccc([N+](=O)[O-])c1,-9,-1.8,-2,-7,-2,0.0,·,-1
CC(=O)Nc1ccc(NC(=O)CN(C)CC(=O)Nc2ccccc2Br)cc1,-1,0.2,3,·,1,0.2,9,·
CCCCNC(=O)C1c2ccccc2OCC(=O)N1CCc1c[nH]c2ccccc12 (configuration not stated),-8,·,2,·,-23,0.2,-5,·
O=C(COC(=O)c1cccnc1)Nc1cccc2ccccc12,-31,0.2,-1,-8,1,0.0,1,-4
COc1ccc(NS(=O)(=O)c2cc3c(cc2C)N(C)CCO3)c(OC)c1,-33,2.2,10,-3,-5,0.2,4,10
CC(C)N(CCCNC(=O)Cn1c(=O)c2cccn2c2ccccc21)Cc1ccccc1,-11,0.3,-1,-8,1,0.2,-8,1
O=C(O)c1ccc(/C=N\Nc2ccccn2)cc1,-28,-0.1,·,·,3,0.1,2,·
COc1ccccc1CN1CC[C@@H]2[C@H](CO)Nc3ccc(C#Cc4ccccc4)cc3[C@@H]21,-7,0.9,-1,9,0,0.3,-3,1
Cc1nc2ccccc2c(=O)n1NC(=O)c1cccc(Cl)c1,2,·,-3,0,-9,0.2,1,-4
CO[C@@H]1CN(C)C(=O)c2ccc(NC(=O)c3ccc4c(c3)OCO4)cc2OC[C@@H](C)N(Cc2ccc3c(c2)OCO3)C[C@H]1C,-9,0.0,-3,-10,80*,-0.2,-2,16
CCCNC[C@@H]1[C@@H](c2ccc(C3=CCCCC3)cc2)[C@@H](CO)N1C(=O)C1CCC1,-33,-0.2,0,·,-11,0.3,-4,·
O=[N+]([O-])c1cccc(N=Cc2ccccc2)c1,-9,0.9,-2,-7,-1,-0.1,2,0
CCC(NC(=O)c1ccccc1NC(=O)c1ccccc1)C(=O)NNC(=O)c1cccnc1 (configuration not stated),1,-0.1,5,·,-12,0.0,2,·
CC(=O)N1CCCCN2[C@H](CO)[C@@H](c3ccc(-c4ccc(C)cc4)cc3)[C@@H]2C1,2,-0.1,2,-3,-2,0.1,2,·
C/C(=N\NC(=O)c1cccc(S(=O)(=O)N2CCOCC2)c1)c1ccc(C#N)cc1,-25,-0.5,-2,-10,-5,0.2,-7,5
C/C(CC(=O)N1CCCC1)=N\NC(=O)c1cc2ccccc2cc1O,3,-0.1,·,·,-2,·,1,·
COc1ccccc1-c1ccc2n(c1=O)C[C@@H]1[C@@H](CO)[C@H](C(=O)NCc3ccccc3F)N[C@H]21,-7,0.1,0,9,0,0.2,-1,3
Cc1cc(Nc2cccc(F)c2)n2nc(C)nc2n1,-9,0.0,·,11,0,0.2,0,-4
Cc1cc(=O)n2nc(N3CCC(C(=O)NCc4ccc(F)cc4)CC3)sc2n1,-18,-0.1,4,-23,24,0.2,-6,-4
Cc1ccccc1S(=O)(=O)N1CC[C@@H]2[C@@H](CO)Nc3ccc(-c4ccc(C#N)cc4)cc3[C@@H]21,5,-0.5,1,-6,-14,0.5,3,-19
COc1ccc(-c2cc(C(=O)O)sc2C)cc1,-26,1.8,-1,·,0,0.0,-2,·
Cc1cc2nnc(SCC(=O)NCC3CCCO3)n2c2ccccc12 (configuration not stated),-5,·,0,·,-1,0.1,-2,·
CCOC(=O)N1CCN(c2cc(=O)n(-c3cccc(Br)c3)c(=O)[nH]2)CC1,-11,0.3,-3,-10,-2,-0.1,-3,6
CC(=O)OC1CC(c2cc(C(C)(C)C)c(O)c(C(C)(C)C)c2)=NO1 (configuration not stated),-12,2.2,-1,·,-2,0.0,5,·
C[C@@H](NC(=O)[C@@H]1Cc2ccccc2CN1C(=O)OC(C)(C)C)C(=O)NCC1CCCO1 (some centres not stated),-10,-0.9,1,-5,-5,0.0,-4,-1
CC(C)OP(=O)(OC(C)C)C(O)c1cccc([N+](=O)[O-])c1 (configuration not stated),-5,0.0,-2,·,-2,0.1,1,·
COc1ccc(-c2c(C3=CCCCC3)oc3ccc(-c4ccc5c(c4)OCO5)cc23)cn1,-23,0.1,1,-19,-1,0.1,0,-4
O=C(OCc1ccccc1)N1C[C@H](O)[C@H](O)C[C@@H]1c1c(Cl)cccc1Br,-16,8.7,·,-1,1,0.2,-1,22
CCCNC(=O)N[C@H]1C=C[C@@H](CC(=O)NC2CCCCC2)O[C@H]1CO,-29,0.4,-2,-13,5,-1.1,4,0
COc1ccc(N2CCN(C(=O)COC(=O)CNC(=O)c3ccc(Cl)cc3Cl)CC2)cc1,-10,-0.2,2,·,-7,0.0,-1,·
COCC(=O)N1[C@@H](C#N)[C@@H](c2ccc(C3=CCCC3)cc2)[C@@H]1CO,-21,-0.2,2,-3,-10,0.3,-7,-6
COc1cccc(N2C(=NC(=O)C3CCCO3)SC3CS(=O)(=O)CC32)c1 (configuration not stated),-13,0.8,-5,0,-9,0.0,7,-4
COc1ccc2c3c([nH]c2c1)[C@@H](CO)N(C(=O)Cc1ccccc1)CC31CN(C)C1,15,-0.2,-1,·,-15,-0.1,-1,·
Cc1ccccc1N(CC(=O)NC(C)(C)C)C(=O)CS(=O)CC(=O)Nc1ccc2c(c1)OCO2 (configuration not stated),-13,-2.1,-5,·,-19,0.0,-4,·
COc1c(C(=O)NNC(=O)c2ccccc2)csc1Br,-15,-0.1,5,·,-1,0.0,-4,56*
O=C1C[C@@H]2c3c(cccc3CN1Cc1ccccc1Br)C[C@@H](O)[C@H]2O,-9,-0.2,-3,-2,2,0.9,-4,4
COC(=O)c1cc2occc2n1Cc1cccc(C)c1,-13,·,0,-4,3,0.5,1,-8
CCC1(c2ccc(F)cc2)NC(=O)N(CC(=O)Nc2ccccc2Cl)C1=O (configuration not stated),-2,0.2,-5,-3,-3,0.0,3,-7
COC(=O)c1c(N)[nH]c(C(=O)c2ccccc2)c1-c1ccccc1Br,-31,0.2,-3,·,2,-0.1,2,·
O=C(Nc1ccc(Cl)cn1)c1ccccc1-c1ccccc1,-13,-0.1,2,9,1,-0.1,-4,3
N#C[C@@H]1[C@@H](c2ccccc2C2=CCCC2)[C@H](CO)N1C(=O)C1CCC1,6,0.0,-2,·,0,0.2,-5,·
CN1C(=O)c2cc(NC(=O)C3CCOCC3)ccc2OC[C@H]2O[C@@H](CC(=O)O)CC[C@@H]21,5,0.1,0,-5,17,0.2,11,-3
O=C(NCN1CCOCC1)c1cnccn1,-2,·,2,0,19,0.1,-8,-1
O=C(CCCc1ccccc1)NCc1ccc(F)cc1,-6,0.6,-10,·,0,0.5,-2,·
CO[C@@H]1CC[C@H]2CCN(C)C(=O)[C@H](C)[C@H](OC)CN(C)C(=O)c3cccc(C#N)c3OC[C@@H]1O2,-15,-0.1,-2,4,1,0.0,2,5
CN(C)C(=O)C[C@H]1CC[C@H]2[C@@H](COC[C@H](O)CN2CC2CCCCC2)O1,5,0.3,-2,-4,-6,-0.1,-6,-5
Cn1c(=O)n(C)c2cc(/C=N/NC(N)=S)ccc21,-4,1.8,0,1,12,0.0,1,-8

# (more compounds)
SMILES,RAD52 inh,E-sel inducer,ERAP1 HTS inh,RAD54 inh,S100A4 MyoIIA,XiGFP reactiv,ERp5 block,esBAF inh
CC(=O)Nc1ccc2c(c1)Cc1ccc(Cl)cc1-2,-11,8.7,3,5,-1,0.0,1,46*
CC(C(=O)NC1(C#N)CCCCC1)N(C)CC(=O)Nc1ccc(Cl)c(Cl)c1 (configuration not stated),-15,·,0,0,-6,-0.1,5,7
CCCCCCN1CCN(C2CN(Cc3cn(Cc4ccccc4)nn3)S(=O)(=O)C2)CC1 (configuration not stated),-2,1.7,·,·,-5,0.1,-3,·
CCOC(=O)CC1COc2ccccc2N1C(=O)c1ccc(F)cc1 (configuration not stated),-12,1.4,-3,0,0,0.1,-5,2
CCOc1ccc(NC(=O)CN(C)C(=O)c2cccnc2Sc2ccc(C)c(C)c2)cc1OCC,-4,2.1,-5,-1,-3,0.0,-3,3
COc1ccc(C2CC(=O)C(c3ccc4ccccc4c3)=CN2Cc2ccccc2)cc1 (configuration not stated),-7,0.0,2,·,0,0.1,2,·
COc1ccc(CCn2c(S)nc3ccccc3c2=O)cc1,-17,0.1,-1,-6,-5,0.1,-2,-2
O=[N+]([O-])c1ccc(Cl)c(S(=O)(=O)Nc2cccc(-c3ccc(N4CCOCC4)nn3)c2)c1,-6,-1.9,3,6,37,0.2,8,32
CCOc1ccc(S(=O)(=O)N2CCCCC2)cc1NC(=O)C1CCCC1,-11,0.0,0,-11,-2,0.2,3,2
O=C1N=C(N2CCN(c3ccccc3)CC2)S/C1=C\c1cn[nH]c1-c1ccccc1,-14,·,4,6,2,-0.1,-7,1

# Entries of single compounds, quoted from the list. Order of screens: RAD52 inh, E-sel inducer, ERAP1 HTS inh, RAD54 inh, S100A4 MyoIIA, XiGFP reactiv, ERp5 block, esBAF inh
# Profile of `CCOC(=O)CC1COc2ccccc2N1C(=O)c1ccc(F)cc1` (configuration not stated) → -12, 1.4, -3, 0, 0, 0.1, -5, 2
# Profile of `O=C1N=C(N2CCN(c3ccccc3)CC2)S/C1=C\c1cn[nH]c1-c1ccccc1` → -14, ·, 4, 6, 2, -0.1, -7, 1
# Profile of `CC(=O)Nc1ccc2c(c1)Cc1ccc(Cl)cc1-2` → -11, 8.7, 3, 5, -1, 0.0, 1, 46*
# Profile of `CCCCCCN1CCN(C2CN(Cc3cn(Cc4ccccc4)nn3)S(=O)(=O)C2)CC1` (configuration not stated) → -2, 1.7, ·, ·, -5, 0.1, -3, ·

# More compounds:
SMILES,RAD52 inh,E-sel inducer,ERAP1 HTS inh,RAD54 inh,S100A4 MyoIIA,XiGFP reactiv,ERp5 block,esBAF inh
CCN(N=O)c1ccc(C=C2C=Cc3ccccc32)cc1,-5,0.8,-1,·,8,0.1,-6,·
C[C@@H]1CC[C@@]2(OC1)O[C@H]1C[C@H]3[C@@H]4CC=C5C[C@@H](O)[C@H](O)C[C@]5(C)C4CC[C@]3(C)[C@H]1[C@@H]2C (some centres not stated),-3,·,2,11,2,0.0,7,8
O=C(C[C@H]1CC[C@@H]2[C@H](COC[C@@H](O)CN2S(=O)(=O)c2ccccc2F)O1)NCc1ccccc1Cl,13,0.0,1,1,8,0.2,8,2
O=[N+]([O-])/C(=C\Nc1ccc(F)cc1F)S(=O)(=O)c1ccccc1,-6,-0.1,3,-8,1,-0.1,1,2
Cc1ccc(C(=O)Nc2cccc(NC(=O)c3ccc(C)o3)n2)o1,-23,0.2,-1,-6,-2,0.5,-2,3
CCc1ccc(C(=O)OCC(=O)NCC(F)(F)F)cc1,-12,0.9,0,·,-1,0.0,1,·
COc1ccccc1S(=O)(=O)N[C@@H]1C=C[C@H](CC(=O)N2CCCCC2)O[C@H]1CO,-2,-0.4,3,-7,-6,-0.7,-4,-6
O=C(COc1ccccc1Cl)Nc1ccccc1C(=O)N1CCOCC1,-8,-0.1,0,4,-1,0.0,-19,11
CN1/C(=C/c2cccc[n+]2CCO)Sc2ccccc21,5,-0.1,13,-2,-6,0.3,2,-7
